ASAP1 inh: ASAP1 ArfGAP inhibition | Q9ULH1 | ASAP1-stimulated ARF1 GTP hydrolysis, GDP FP detection | inhibition, % at 16.5 µM | 360,000 compounds, 0.19% hits | AID 624377; in the data active means inhibition above about 25%;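 further: 0% = vehicle with enzyme and substrate and 100% = no enzyme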
KLK7 zymogen act: proKLK7 (human) activation, primary screen. purified proKLK7, EDANS-DABCYL substrate fluorescence; 100% is mature enzyme control, 0% vehicle. 370,000 compounds, 0.9% hits. activation, % at 7 µM. AID 652039;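 active means activation above the mean of all tested compounds plus 3 SD, computed per campaign excluding outliers beyond control limits, cut at about 13% in these data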
ADAM10 inh: inhibits human ADAM10; recombinant ADAM10, EDANS/DABCYL FRET peptide cleavage, 3 h; inhibition, % at 7 µM; 370,000 compounds, 0.62% hits; AID 720582;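 active means inhibition above a per-campaign cutoff equal to the mean of compounds falling between control-based bounds plus 3 SD, cut at about 20% in these data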;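 further: 0% = DMSO wells while the 100% control is not disclosed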
Target sequence (O14672 214-748 limits assumed): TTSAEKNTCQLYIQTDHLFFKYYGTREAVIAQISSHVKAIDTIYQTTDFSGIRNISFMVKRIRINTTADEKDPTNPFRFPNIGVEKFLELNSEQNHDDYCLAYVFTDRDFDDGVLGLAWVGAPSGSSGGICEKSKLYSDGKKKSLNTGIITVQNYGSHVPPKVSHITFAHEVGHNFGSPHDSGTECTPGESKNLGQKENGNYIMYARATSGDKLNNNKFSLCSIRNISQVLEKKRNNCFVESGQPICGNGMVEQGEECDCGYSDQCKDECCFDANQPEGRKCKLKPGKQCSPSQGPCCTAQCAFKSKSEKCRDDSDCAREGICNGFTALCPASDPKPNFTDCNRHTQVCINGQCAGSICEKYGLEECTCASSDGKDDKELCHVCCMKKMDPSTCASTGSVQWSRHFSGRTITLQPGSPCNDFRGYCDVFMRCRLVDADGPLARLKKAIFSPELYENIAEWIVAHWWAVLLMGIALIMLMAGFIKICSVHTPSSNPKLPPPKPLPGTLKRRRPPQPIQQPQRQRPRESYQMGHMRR
TDP2 inh: blocks human TDP2 phosphodiesterase activity | 370,000 compounds, 0.34% hits | inhibition, % at 12.8 µM | recombinant TDP2, T5PNP hydrolysis, p-nitrophenol absorbance 415 nm | O95551;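 active means inhibition above the mean of all tested compounds plus 3 SD, set per campaign, cut at about 25% in these data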;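 further: 0% = DMSO with enzyme and 100% = buffer with substrate but no TDP2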
Target sequence (O95551 whole entry, looked up): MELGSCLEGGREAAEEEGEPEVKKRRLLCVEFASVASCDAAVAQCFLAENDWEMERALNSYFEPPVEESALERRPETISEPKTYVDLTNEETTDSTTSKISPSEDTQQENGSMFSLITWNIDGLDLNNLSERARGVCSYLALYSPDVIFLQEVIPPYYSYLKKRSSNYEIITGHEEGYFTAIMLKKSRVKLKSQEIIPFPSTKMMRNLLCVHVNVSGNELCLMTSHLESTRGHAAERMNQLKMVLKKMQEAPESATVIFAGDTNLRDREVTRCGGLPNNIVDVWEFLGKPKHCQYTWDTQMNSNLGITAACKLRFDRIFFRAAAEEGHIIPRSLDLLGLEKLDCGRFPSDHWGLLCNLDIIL
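System – recombinant human TDP2 · Amount – 120 nM TDP2 per well · Buffer or medium – Mg2+-containing Tris-HCl buffer, pH 7.5 · Reagent – T5PNP substrate, 5 mM · Dosing – 12.8 µM single point, 1% DMSO · Incubation – 2 h at 37 °C · Measured by – epi absorbance · Read-out basis – percent inhibition · Benchmarks – high control without enzyme, low control DMSO plus TDP2 · Repeats – singlicate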
PLCg1 inh: blocks human PLC-gamma1 enzyme activity. inhibition, % at 12.2 µM. AID 720700. P19174. 370,000 compounds, 0.84% hits. purified PLC-gamma1, fluorogenic substrate, fluorescence; in the data active means inhibition above about 9.5%
Tn7 DDE FP: DD(E)-Tn7 binding inhibition, primary FP screen; FP displacement of FITC-Tn7 peptide from fibrin DD(E); 0% = median of compound wells per plate; 370,000 compounds, 0.13% hits; AID 720508; inhibition, % at 8.3 µM;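 active means inhibition above the mean of compounds falling within the control limits plus 3 SD of them, cut at about 14% in these data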;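 further: 0% = plate median of compound wells and 100% = 10 µM Aha-Tn7 peptide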
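Test system – human fibrin DD(E) · Times – 10 min preincubation, 3 h with tracer, room temperature · Detection – fluorescence polarization of the labelled Tn7 tracer · Measure – percent inhibition normalized to high-control wells · Benchmarks – high control wells with 10 µM unlabelled Aha-Tn7 peptide (full inhibition) · Repeats – singlicate testing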
ADAM17 inh: inhibitors of human ADAM17; recombinant ADAM17, EDANS/DABCYL FRET peptide cleavage; 370,000 compounds, 0.83% hits; P78536; inhibition, % at 6.95 µM;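 active means inhibition above the mean of compounds lying between control limits plus 3 SD, set per campaign, cut at about 8.5% in these data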;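 further: 0% = DMSO-only wells as the low control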
LEDGF integ inh: blocks HIV-1 LEDGF/p75-dependent DNA integration; TR-FRET IN-LEDGF/p75 DNA integration, Eu/Cy5; inhibition, % at 3.7 µM; 370,000 compounds, 0.64% hits;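 active means inhibition above the screen-wide mean plus 3 SD, cut at about 13% in these data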;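 further: signal is the Cy5 over europium emission ratio at 671 and 618 nm; 0% = plate median of compound wells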
DDE Tn6 FP inh: DD(E)-Tn6 binding inhibition, primary FP screen; P02675; Fibrin DD(E) TRITC-Tn6 fluorescence polarization displacement; inhibition, % at 8.3 µM; 370,000 compounds, 0.21% hits;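 active means inhibition above a per-campaign cutoff: mean of compounds within control limits plus 3 SD, cut at about 15% in these data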;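 further: 0% = median of all compound wells on the plate and 100% = blocking peptide control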
ARFGAP1 inh: rat ARFGAP1 inhibition | Arfgap1-stimulated ARF1 GTP hydrolysis, GDP FP detection | inhibition, % at 16.5 µM | 360,000 compounds, 0.26% hits;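 active means inhibition above a per-plate limit, mean inhibition of low control wells plus 3 SD, cut at about 25% in these data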;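 further: 0% = DMSO wells with enzyme and 100% = wells lacking Arfgap1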
Target sequence (Q62848 1-136 limits assumed): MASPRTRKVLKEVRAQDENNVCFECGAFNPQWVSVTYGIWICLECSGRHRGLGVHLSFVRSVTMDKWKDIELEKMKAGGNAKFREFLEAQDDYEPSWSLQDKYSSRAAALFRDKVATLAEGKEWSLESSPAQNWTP
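Assay system: purified rat His6-Arfgap1 residues 1-136 (GAP domain); Reagent: human Δ17 ARF1 bound to GTP; Dosing: 16.5 µM single point, 1.26% DMSO; Times: GTP hydrolysis reaction 2 h at 25 °C; Signal: FP, GDP Alexa 633 tracer displaced from anti-GDP antibody, 620/688 nm; Measure: % inhibition from polarization.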
Active calls of the source: *; i = inactive; nt = no result given.

Order of results – ASAP1 inh	KLK7 zymogen act	ADAM10 inh	TDP2 inh	PLCg1 inh	Tn7 DDE FP	ADAM17 inh	LEDGF integ inh	DDE Tn6 FP inh	ARFGAP1 inh
C[C@H]1CN([C@@H](C)CO)S(=O)(=O)c2ccc(C#CC3CC3)cc2O[C@H]1CN(C)C(=O)c1cccnc1
    -10.9	-0.1	-9.5	4.0	-0.8	2.2	-2.5	4.0	0.7	-12.2
c1ccc(-c2ncc(-c3ccn[nH]3)s2)cc1
    10.3	1.0	i	1.9	-154.6	-6.4	-345.4	-2.6	6.5	9.0
COc1cc(/C=C/C(=O)OCC(=O)NC(=O)NCc2ccco2)ccc1OC(F)F
    3.2	-0.7	-28.6	3.8	-10.1	-1.9	-8.5	4.1	7.1	12.8
Cc1ccc(S(=O)(=O)c2c(C)nn(C(C)(C)C)c2OC(=O)C(C)(C)C)cc1
    -3.2	0.0	4.4	-3.0	-3.3	-1.5	0.0	-2.3	-0.9	11.7
COc1ccc(-c2nnc(SCC(=O)NN=C(C)c3cccc4ccccc34)n2-c2ccc(C)cc2)cc1
    nt	0.3	0.0	5.5	2.1	-0.9	-1.3	1.1	0.6	nt
CCC(C)c1ccccc1OCC(=O)NN1C(=O)c2ccccc2C1=O (configuration not stated)
    -5.7	-0.5	5.5	-13.3	2.4	-3.6	1.5	1.6	-0.9	4.7
COc1cc(C)ccc1OCCOc1cc(C)ccc1Cl
    -4.0	0.5	-3.3	-9.9	4.6	-6.2	6.1	-0.3	2.0	11.8
COc1ccc(C[N+]2=C(N)N[C@@]3(C=C(C)Cn4c(=O)n(-c5ccccc5)c(=O)n43)C2)c(OC)c1
    nt	0.0	-3.9	1.8	-1.2	2.4	0.2	3.3	-8.6	nt
COc1ccc(-n2c(SCc3cn4c(C)cccc4n3)nc3ccccc3c2=O)cc1OC
    6.7	-0.6	6.7	1.3	-1.9	-4.5	3.6	3.7	-9.4	-4.0
CC(=O)C1=C(O)C(=O)N(c2cc(C(C)(C)C)on2)C1c1ccc(Br)cc1 (configuration not stated)
    -2.7	0.0	-24.1	-16.8	-55.9	-2.6	-15.3	7.2	1.3	3.5
Cc1cc(C)cc(NC(=O)/C(C#N)=C/c2cn(CC(=O)NCc3ccco3)c3ccccc23)c1
    8.6	-0.5	-2.8	9.9	-2.4	-3.1	-0.8	-2.0	4.5	-2.8
Cc1ccc(C(=O)NNC(=O)C(C)Oc2ccccc2F)cc1S(=O)(=O)N1CCOCC1 (configuration not stated)
    -3.8	0.1	-6.0	-10.5	1.6	-3.4	-4.0	-2.7	8.0	1.7
CCCCc1cc(C)c(S(=O)(=O)c2ccccc2C)c(=O)[nH]1
    0.2	0.1	-10.5	-10.3	-0.5	1.3	-5.2	0.3	-3.4	3.5
NC(=O)C1(Nc2ccc(-c3ccc(Br)cc3)cc2)CCCC1
    0.4	1.4	-4.5	-0.1	-2.1	4.2	-0.5	-7.0	2.5	-4.8
CN1CCN(S(=O)(=O)c2cc([N+](=O)[O-])ccc2Cl)CC1
    -5.5	0.2	-7.5	10.8	0.2	-1.2	-4.2	1.3	-4.4	-0.7
Cc1nc2ncnn2c(C)c1Cc1ccc(Cl)cc1
    -8.2	0.0	10.0	-5.0	0.8	0.4	2.6	-0.6	1.8	4.4
Cc1ccc(OCC(=O)NC2CCCCCC2)cc1C
    -13.0	0.0	-1.4	5.0	0.5	1.8	-1.5	2.0	-9.8	-10.4
O=C1CCN(S(=O)(=O)c2ccc(Cl)cc2)CC1
    -3.8	-0.1	-1.2	9.5	1.9	4.6	-2.8	0.1	5.8	-14.3
COc1ccc(Nc2c(-c3ccco3)nc3cccc(C)n23)cc1
    -4.1	-0.9	-35.2	-2.7	-150.8	4.8	-17.7	3.8	-4.6	10.9
Cc1ccccc1OCCC(=O)NNC(=O)COc1cccc(F)c1
    3.9	1.3	0.2	-12.1	1.2	0.7	6.8	2.8	7.7	-9.0
CC12CCC(=O)N1C(C(=O)NCCN1C(=O)S/C(=C\c3ccc(F)cc3)C1=O)CS2 (configuration not stated)
    -7.7	-0.5	-6.7	6.6	0.1	5.2	0.5	0.2	-0.5	17.0
COc1ccc(C(=O)NNc2ccccc2)cc1OC
    1.0	-0.3	-7.3	6.9	0.5	3.4	-4.0	-3.6	-0.1	-5.2
Oc1ccccc1C=NCCN1CCN(CCN=Cc2ccccc2O)C1c1ccccc1O (configuration not stated)
    -13.2	1.1	-20.6	6.2	-1.1	-1.0	-8.1	-3.9	2.3	-0.9
C(=NOCCc1ccccc1)c1ccncc1
    -21.2	0.1	-3.8	2.1	-0.6	10.3	-3.8	0.1	-2.4	-14.8
COc1ccccc1CCC(=O)N1CCC(n2nccc2NC(=O)C2CCOC2)CC1 (configuration not stated)
    4.9	0.3	-10.5	1.4	-3.5	3.1	-6.7	-1.4	-1.9	-3.0
O=S(=O)(NCc1ccc(C(F)(F)F)cc1)c1ccc(-n2cnnn2)cc1
    -1.9	0.8	-1.2	-1.7	-3.1	-0.6	3.1	2.1	-3.5	6.2
C/C=C/c1ccc(OCCOc2cccc3cccnc23)c(OC)c1
    -0.6	-0.1	3.5	1.0	2.3	8.0	-4.5	-1.7	2.7	-7.4
CC(C)C(=O)Nc1ccc(NC(=O)c2cc3ccccc3o2)cc1
    -6.6	-0.8	-16.3	9.3	-9.3	0.9	-1.8	3.9	8.1	8.0
COc1ccc(C#Cc2c(-c3ccccc3)n(C)c3ccccc23)cc1
    2.4	-1.9	-47.9	-3.3	-57.2	-4.0	-8.8	-0.3	-0.2	7.2
COc1cc(OC)cc(-c2sc3ccc(OC)cc3c2C#CCCO)c1
    -2.3	-4.2	-38.7	-0.7	-15.3	1.2	-10.2	-1.2	-1.3	9.2

Some of the entries so far, with bars between the fields:
Structure | ASAP1 inh | KLK7 zymogen act | ADAM10 inh | TDP2 inh | PLCg1 inh | Tn7 DDE FP | ADAM17 inh | LEDGF integ inh | DDE Tn6 FP inh | ARFGAP1 inh
CCCCc1cc(C)c(S(=O)(=O)c2ccccc2C)c(=O)[nH]1 | 0.2 | 0.1 | -10.5 | -10.3 | -0.5 | 1.3 | -5.2 | 0.3 | -3.4 | 3.5
NC(=O)C1(Nc2ccc(-c3ccc(Br)cc3)cc2)CCCC1 | 0.4 | 1.4 | -4.5 | -0.1 | -2.1 | 4.2 | -0.5 | -7.0 | 2.5 | -4.8
CN1CCN(S(=O)(=O)c2cc([N+](=O)[O-])ccc2Cl)CC1 | -5.5 | 0.2 | -7.5 | 10.8 | 0.2 | -1.2 | -4.2 | 1.3 | -4.4 | -0.7
Cc1nc2ncnn2c(C)c1Cc1ccc(Cl)cc1 | -8.2 | 0.0 | 10.0 | -5.0 | 0.8 | 0.4 | 2.6 | -0.6 | 1.8 | 4.4

Later entries.
Order of results – ASAP1 inh	KLK7 zymogen act	ADAM10 inh	TDP2 inh	PLCg1 inh	Tn7 DDE FP	ADAM17 inh	LEDGF integ inh	DDE Tn6 FP inh	ARFGAP1 inh
Cc1nnc(SC(C)C)n(N)c1=O
    -3.9	0.6	0.4	-9.3	3.8	-5.2	4.0	-1.1	-2.0	6.4
CCCC(=O)Nc1nnc(C2CCCO2)s1 (configuration not stated)
    -9.1	-0.4	-8.6	6.2	-2.8	-1.4	-6.5	-0.9	3.6	0.5
O=C(NN=C1C2CC3CC(C2)CC1C3)c1cc(Cl)ccc1O
    -16.7	2.9	-109.5	-1.6	-94.9	2.5	-38.9	1.9	3.5	-3.5
CC(C)[C@H](NC(=O)[C@@H]1CSC2c3ccccc3C(=O)N21)C(=O)NCc1ccco1 (some centres not stated)
    1.4	-1.4	0.6	5.3	-3.1	7.6	1.1	1.6	-4.7	-8.0
NC(CC(=O)OC1CCCCC1)C(=O)OC1CCCCC1 (configuration not stated)
    3.7	0.7	3.9	-3.8	3.7	-3.1	-0.3	1.9	-0.3	-7.8
CC1(OC(=O)CCc2ccccc2)C(=O)C=C2C=C(c3ccc(C#N)cc3)N(C3CC3)C=C2C1=O (configuration not stated)
    3.1	1.6	-85.1	22.4	-77.6	4.1	-26.4	2.5	-0.8	-8.3
COc1cc(C=O)c(Br)cc1OCC(=O)NCc1ccccc1
    1.1	-0.2	-9.9	-0.1	0.5	-0.3	-5.1	2.3	3.8	5.8
Fc1ccc(-c2nc3ccc(Br)cn3c2Cc2cccc(Cl)c2)cc1
    9.7	-3.7	-2.6	-1.7	-8.4	-4.7	-2.5	2.2	-3.1	-14.2
Cc1ccc(C2CC(c3cccs3)=NN2C(=O)CSC2=NN3CCCC(=O)N=C3S2)cc1 (configuration not stated)
    -6.3	1.2	-20.1	5.8	-35.9	6.1	-4.0	0.5	-6.5	4.0
CCCCOc1ccc(C(O)C(CN2CCOCC2)c2ccccc2)cc1 (configuration not stated)
    -3.8	-0.3	2.1	7.2	0.3	1.7	-2.8	-0.8	8.5	0.6
O=C(COC(=O)c1ccccc1SCC(=O)NC1CCCCC1)NC1CCCCC1
    0.4	-0.4	-5.6	6.7	-0.9	2.0	-0.5	-6.5	3.2	6.2
COc1ccc(C(CC(=O)N2CCCC2)c2c(OC)cc(OC)c3c(-c4ccccc4)cc(=O)oc23)cc1 (configuration not stated)
    2.3	-4.2	-3.1	-2.0	-106.5	-0.9	0.4	0.1	7.4	0.1
O=C(CCCc1ccccc1)Nc1nncs1
    -28.8	0.2	-6.9	1.7	1.5	3.4	-0.8	1.4	4.3	10.1
CCC(=O)N1N=C(c2ccc(C)o2)CC1c1ccc(OC)cc1 (configuration not stated)
    4.8	0.4	-10.1	-7.7	1.8	-6.7	0.8	0.3	0.7	5.6
COc1ccc(/C=C/C(=O)OCC(=O)N2CCCC2)c(OC)c1
    -3.4	-0.2	-58.9	2.0	-1.5	-4.4	-17.5	-0.2	-3.0	7.7
CC1CCCN(CCCNC(=O)c2cc3c(Cl)nc4ccccc4c3s2)C1 (configuration not stated)
    4.7	-0.4	3.6	-3.9	3.4	1.3	-2.6	-1.8	8.8	2.4
O=C(c1ccco1)N1CCN(c2ccc([N+](=O)[O-])cn2)CC1
    -7.1	0.3	5.2	-14.9	7.9	-5.2	-3.1	0.5	0.5	8.0
COC(=O)Cn1c(=NC(=O)C(C)(C)C)sc2c(C)cc(C)cc21
    1.4	0.1	-2.6	-6.8	-0.2	-5.3	-5.1	4.1	0.1	-3.8
Cc1ccc(NS(=O)(=O)c2ccc(CCC(=O)NCCO)cc2)cc1
    -8.1	0.5	0.7	-2.3	-2.4	-9.0	-1.4	-1.9	5.5	-15.0
C/C=C(\C)C(=O)OC(C)(C)[C@@H]1Cc2cc3ccc(=O)oc3cc2O1
    13.1	-5.0	i	0.3	-99.4	-3.9	-298.3	-0.3	-7.7	5.6
